eIF4E-4G inh – eIF4E–eIF4G protein interaction inhibitors, primary screen, biochemical, uHTS, TR-FRET, eIF4GI fragment; inhibition, % at 21.7 µM; 0.37% of 220,000 active; AID 782, 2007; TR-FRET eIF4E-eIF4GI(517-606) binding, 2 h;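 active = inhibition above about 30%, limit read from the data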;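 also: 0% = full FRET control wells and 100% = background wells lacking eIF4GI fragment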
FXIIa inh 1536 – human FXIIa protease inhibitors, primary screen, biochemical, 1536-well. purified FXIIa, Boc-QGR-AMC fluorogenic substrate, 2 h. Coagulation factor XII (Homo sapiens), P00748. 0.3% of 220,000 active. inhibition, % at 5 µM. AID 800, 2007; in the data active = inhibition above about 40%;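 also: 0% = enzyme with no compound and 100% = blank without enzyme; many of its hits are not listed in these tables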
p97 ATPase inh – inhibitors of human p97 ATPase, primary screen, biochemical. recombinant p97 ATPase, Kinase-Glo ATP luminescence, 3 h. inhibition, % at 8 µM. 0.42% of 220,000 active; in the data active = inhibition above about 15%;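 also: 0% = DMSO vehicle and 100% = wells lacking enzyme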
Wee1 stabilizer – Wee1 degradation inhibitors, primary screen, cell-based, HeLa, Wee1K328M-luciferase, luminescence; Wee1-like protein kinase (Homo sapiens), P30291; HeLa Luc-Wee1K328M stability; 100% = proteasome inhibitor MG132 effect; reporter increase, % at 5 µM; 1.2% of 220,000 active;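 active = activation above the mean of all tested compounds plus 3 SD, set per screening run, cut at about 8.8% in these data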;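 also: cells exposed to compound for 20 h before luminescence read; 0% = DMSO alone and 100% = MG132 at 30 µM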
Mdm2 ligase inh – MDM2-luciferase reporter signal enhancers, primary screen, MDM2 E3 ligase inhibitor project, cell-based, luminescence, 1536-well | E3 ubiquitin-protein ligase Mdm2 (Homo sapiens), Q00987 | 0.11% of 210,000 active | cell-based MDM2 ubiquitination luciferase reporter, 2 h; 0 = plate control, 100 = twice control, blank-subtracted | AID 1230, 2008 | signal enhancement, % at 5 µM;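 active = signal enhancement of 30% or more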;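 also: luminescence tracks abundance of the self-degrading MDM2-luciferase fusion protein; higher signal means inhibition of MDM2 E3 ligase activity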
Target sequence (Q00987 whole entry, looked up, the tested form may be a part): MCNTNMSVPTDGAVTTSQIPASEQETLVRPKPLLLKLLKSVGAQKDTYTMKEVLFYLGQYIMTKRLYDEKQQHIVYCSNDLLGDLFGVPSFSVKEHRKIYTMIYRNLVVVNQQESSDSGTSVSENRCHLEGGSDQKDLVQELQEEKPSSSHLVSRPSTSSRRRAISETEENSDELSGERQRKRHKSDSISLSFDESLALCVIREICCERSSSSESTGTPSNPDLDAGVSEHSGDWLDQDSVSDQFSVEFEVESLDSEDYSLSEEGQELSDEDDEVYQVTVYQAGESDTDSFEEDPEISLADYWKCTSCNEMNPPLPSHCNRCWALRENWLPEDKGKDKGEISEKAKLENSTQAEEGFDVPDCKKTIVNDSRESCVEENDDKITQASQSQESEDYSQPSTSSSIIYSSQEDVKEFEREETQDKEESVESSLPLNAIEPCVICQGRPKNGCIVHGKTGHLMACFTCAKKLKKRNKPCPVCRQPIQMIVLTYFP
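Test system: mammalian cells stably expressing self-ubiquitinating, self-degrading MDM2 E3–luciferase fusion; Amount: 2000 cells in each well; Medium: DMEM; Schedule: 4 h settle plus 2 h compound, 37 °C; Technique: SteadyLite luciferase luminescence after 15 min room-temperature reagent incubation; Benchmarks: plate control and blank wells.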
Rad51 HR inh – human RAD51 strand exchange inhibitors, primary screen, biochemical, fluorescence | DNA repair protein RAD51 homolog 1 (Homo sapiens), Q06609 | hRad51 DNA strand exchange, fluorescence dequenching | inhibition, % at 10 µM | 0.085% of 200,000 active | AID 1385, 2008;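 active = inhibition above 40% at the single screening dose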;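 also: 0% = DMSO control wells and 100% = blanks with heterologous ssDNA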
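Material: hRad51 filaments on single-stranded DNA; Reagent: Donor/quencher-labelled 47-bp dsDNA substrate; Compound: 10 µM final, single point; Schedule: 37 °C 15-min filament assembly, 30-min compound preincubation, 15-min exchange; Technique: FRET fluorescence, excitation 485 nm, emission 520 nm; Benchmarks: control wells and blank wells on each plate.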
FXIa inh 1536 – human FXIa protease inhibitors, primary screen, biochemical, 1536-well; Coagulation factor XI (Homo sapiens), P03951; purified FXIa, Boc-Glu-Ala-Arg-AMC fluorogenic substrate; inhibition, % at 5 µM; 0.14% of 220,000 active; AID 798, 2007;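 active = inhibition of at least 40%; inactive = inhibition below 40%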;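 also: fluorescence of freed AMC excited at 355 nm; 0% = enzyme without compound and 100% = no enzyme blank; many of its hits are not listed in these tables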
Target sequence (P03951 19-387 limits assumed): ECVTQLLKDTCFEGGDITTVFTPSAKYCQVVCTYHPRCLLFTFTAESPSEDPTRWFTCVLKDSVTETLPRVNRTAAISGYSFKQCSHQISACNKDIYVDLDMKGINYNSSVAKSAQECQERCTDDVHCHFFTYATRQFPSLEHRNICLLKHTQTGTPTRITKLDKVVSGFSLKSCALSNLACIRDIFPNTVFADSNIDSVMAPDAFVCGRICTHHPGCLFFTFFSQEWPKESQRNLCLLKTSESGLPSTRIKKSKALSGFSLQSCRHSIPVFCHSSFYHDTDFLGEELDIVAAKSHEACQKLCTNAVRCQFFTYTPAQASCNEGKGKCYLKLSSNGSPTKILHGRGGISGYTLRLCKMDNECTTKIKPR
Target sequence (P03951 388-625 limits assumed): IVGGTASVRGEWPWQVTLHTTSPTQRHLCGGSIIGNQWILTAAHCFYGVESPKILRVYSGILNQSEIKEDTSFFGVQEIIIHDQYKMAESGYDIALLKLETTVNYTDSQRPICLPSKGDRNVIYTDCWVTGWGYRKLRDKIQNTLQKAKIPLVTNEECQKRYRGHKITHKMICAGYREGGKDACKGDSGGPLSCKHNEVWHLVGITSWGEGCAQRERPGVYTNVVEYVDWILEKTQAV
hK5 inh – human KLK5 protease inhibitors, primary screen, biochemical, 1536-well | Kallikrein-5 (Homo sapiens), Q9Y337 | recombinant hK5, fluorogenic AMC substrate cleavage | inhibition, % at 5 µM | 0.59% of 210,000 active;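 active = inhibition of 40% or more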;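 also: 0% = enzyme controls without compound and 100% = no-enzyme blanks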
14-3-3 Bad PPI – inhibitors of 14-3-3 zeta/Bad binding, primary screen, biochemical, TR-FRET, bovine 14-3-3 zeta. inhibition, % at 21.7 µM. 14-3-3 protein zeta/delta (Bos taurus), P63103. 0.71% of 220,000 active. TR-FRET 14-3-3zeta/Dy647-pBad peptide displacement, 1 h;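 active = inhibition above about 70%, limit read from the data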;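 also: 0% = full 14-3-3 plus peptide FRET controls and 100% = background without 14-3-3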
* hit, by the source's call; · = no result given; [ ] = dose if it differs, or a comment. This is a random part of the collection; overall some 3.5% were active at least once.

The line under a structure holds: eIF4E-4G inh	FXIIa inh 1536	p97 ATPase inh	Wee1 stabilizer	Mdm2 ligase inh	Rad51 HR inh	FXIa inh 1536	hK5 inh	14-3-3 Bad PPI
Cc1ccc2[nH]c(=O)c(CN(CC3CCCO3)S(=O)(=O)c3c(C)ccc4nsnc34)cc2c1 (stereo not drawn)
    -9.3	2.2	-2.9	-3.7	-28.6	-3.4	-9.3	0.8	5.5
COC(=O)c1ccc(CN2CCCCC2)cc1
    -2.2	6.8	7.3	-1.2	-4.8	-0.5	1.7	1.2	0.9
COc1ccc(NC(=O)c2cc(-c3cccc(OC)c3)on2)cc1
    -0.6	12.8	4.8	-4.7	-7.8	25.7	3.8	9.8	-23.4
COc1cc(C2CC(=O)c3cnc(N4CCN(Cc5ccccc5)CC4)nc3C2)cc(OC)c1OC (stereo not drawn)
    1.4	13.9	3.0	-0.7	-18.5	0.0	12.3	1.3	-10.6[fluorescence artefact?]
CCCc1c(C)nc2c(Br)cccc2c1Cl
    -3.9	10.4	6.3	2.6	-20.6	3.1	-2.0	-2.3	2.4
COc1ccc(-c2cn3c(C)c(C(=O)Nc4ccncc4)sc3n2)cc1
    -11.1	9.2	4.2	-2.1	-3.5	4.3	3.0	0.3	-3.7
Cc1ccc(NC(=O)NCC2CCN(Cc3cccc(Cl)c3)CC2)c(Cl)c1
    -0.7	3.0	3.4	-1.2	-10.6	3.2	-5.7	-3.5	0.7
COc1cccc(NC(=O)Nc2ccc(C(C)(C)C)cc2)c1
    65.8*	5.0	4.1	5.8	-4.2	-24.6	-4.7	6.6	-3.2
N#C/C(=C/c1ccc(F)cc1)c1nc(CCN2C(=O)c3ccccc3C2=O)cs1
    -10.0[fluorescence artefact?]	20.3	-4.5	1.6	1.7	-4.4	6.9	0.2	3.6[fluorescence artefact?]
Cc1ccc(-c2nnc(C)c(N3CC(C)OC(C)C3)n2)cc1 (stereo not drawn)
    0.1	13.7	0.3	3.3	-32.6	1.2	2.2	-7.7	-4.2
Cc1cccc(-n2cc(C(=O)O)c(=O)cc2C)c1
    1.3	7.4	2.3	-0.7	8.7	-2.0	-0.9	1.1	-0.7
O=C(CCC(=O)OCC(=O)c1ccc([N+](=O)[O-])cc1)NC1CCCCC1
    1.7	5.8	2.8	1.9	-2.5	4.0	5.9	-10.8	17.7
Cn1c(CCC(=O)OCC(=O)NCC(F)(F)F)nc(=O)c2ccccc21
    -1.7	14.3	2.7	1.1	-6.9	10.1	2.1	20.7	-7.5
COC(=O)c1sccc1S(=O)(=O)Nc1ccc(N2CCCCC2)cc1
    7.8	6.9	1.9	3.1	1.2	8.6	2.1	2.7	2.2
Clc1ccc(-c2csc(N3CCN(c4ccccc4)CC3)n2)cc1
    1.0	1.8	6.0	-2.5	-14.0	-11.1	-2.0	1.0	14.6
CC1CC(C)(C)NC(=S)N1CCCC(=O)Nc1ccc(Cl)cc1 (stereo not drawn)
    1.6	10.6	4.1	-1.6	15.8	-4.7	-0.4	3.8	-24.6
CCC(C)n1c(SCC(=O)Nc2cc(C)on2)nc2ccccc2c1=O (stereo not drawn)
    -0.3[fluorescence artefact?]	12.0	-0.5	-0.5	-4.2	-3.8	2.4	30.1	5.4[fluorescence artefact?]
COc1ccc(NC(=O)C(c2cc3c(cc2[N+](=O)[O-])OCO3)N(C)Cc2ccccc2)cc1 (stereo not drawn)
    1.4	10.7	-5.5	1.4	-2.2	3.9	-3.8	-13.9	-20.4[fluorescence artefact?]
CSc1ccc(/C=C/c2ccc3cccc(O)c3n2)cc1
    -1.4	10.1	3.6	1.2	-2.4	13.0	2.2	-78.1	-18.5
COc1cccc(CN2CCNC(=O)C2CC(=O)NCc2cc(C(C)C)no2)c1 (stereo not drawn)
    3.2	0.6	5.6	-3.6	-2.5	-4.0	-4.3	-4.0	-10.9
CCOC(=O)C1CCN(C(=S)Nc2cc(OC)c(OC)cc2C(=O)OC)CC1
    -0.1	18.9	0.0	-2.2	-9.5	1.0	-0.1	0.6	2.5
Cc1cc(-n2nc(C)cc2C)n2nc(C)c(-c3ccccc3)c2n1
    -4.7[fluorescence artefact?]	11.7	2.6	-3.4	-12.1	-3.3	-6.4	-22.4	-4.8
Oc1ccc(/C=N/Nc2ccc(C(F)(F)F)cn2)cc1
    -1.0	7.0	1.0	1.4	5.0	5.2	4.6	-4.3	-5.9
COc1ccc(-n2c(Cn3c(=O)sc4ccccc43)nnc2SCC(=O)N2CCOCC2)cc1
    0.2	7.2	7.4	-2.2	-11.6	-4.8	5.3	1.7	7.7
CN1CCN(c2nc(N3CCN(CCO)CC3)nc3ccccc23)CC1
    -1.6	5.1	-1.9	0.0	2.6	-1.4	-6.0	-1.9	48.0
CCCc1noc2c1/C(=N\O)CCC2
    1.6[fluorescence artefact?]	3.9	5.0	-0.2	-19.8	2.8	-3.7	-8.0	1.9
Cc1ccc(S(=O)(=O)N2CCC(C(=O)NNC(=O)C3CC3)CC2)cc1Cl
    -1.6	7.7	1.1	4.1	-14.7	-12.5	-7.3	-4.5	-14.3
CC1CCN(c2c([N+](=O)[O-])c(=O)n(-c3ccccc3)c3ccccc23)CC1
    2.1	13.7	2.5	3.0	-8.7	-4.9	-12.6	0.5	4.4
Nc1n[nH]c2c1C1(CCCC1)Cc1ccccc1-2
    4.2	28.1	-3.4	-2.9	-14.4	6.1	20.8	-0.6	8.8
COc1ccc(OCCC(=O)NC2=NCCS2)cc1
    8.2	-7.4	3.7	-1.3	-23.2	1.1	2.1	4.4	7.0

Compound profiles, from the list above. Values in the order: eIF4E-4G inh, FXIIa inh 1536, p97 ATPase inh, Wee1 stabilizer, Mdm2 ligase inh, Rad51 HR inh, FXIa inh 1536, hK5 inh, 14-3-3 Bad PPI
COc1ccc(NC(=O)c2cc(-c3cccc(OC)c3)on2)cc1 across the screens: -0.6, 12.8, 4.8, -4.7, -7.8, 25.7, 3.8, 9.8, -23.4
CCC(C)n1c(SCC(=O)Nc2cc(C)on2)nc2ccccc2c1=O (stereo not drawn) across the screens: -0.3[fluorescence artefact?], 12.0, -0.5, -0.5, -4.2, -3.8, 2.4, 30.1, 5.4[fluorescence artefact?]
Cc1ccc(S(=O)(=O)N2CCC(C(=O)NNC(=O)C3CC3)CC2)cc1Cl across the screens: -1.6, 7.7, 1.1, 4.1, -14.7, -12.5, -7.3, -4.5, -14.3

Next part
The line under a structure holds: eIF4E-4G inh	FXIIa inh 1536	p97 ATPase inh	Wee1 stabilizer	Mdm2 ligase inh	Rad51 HR inh	FXIa inh 1536	hK5 inh	14-3-3 Bad PPI
CC1CCCN(c2nc3ccsc3c(=O)s2)C1 (stereo not drawn)
    -5.7	9.5	1.0	5.1	-11.5	9.4	6.3	-12.9	-3.8
CC1CCCN(C(=O)COC(=O)c2n[nH]c3ccccc23)C1 (stereo not drawn)
    -1.9	19.8	-4.9	0.0	-15.2	-2.2	4.1	-12.2	7.4[fluorescence artefact?]
OCCC1CN(Cc2cccn2-c2ccccn2)CCN1Cc1ccccc1 (stereo not drawn)
    1.0	6.0	0.6	-0.6	-10.9	8.8	-1.1	·	-13.8
O=C(Nc1ccc(N2CCN(c3ccccc3)CC2)c(F)c1)C1CC1
    -1.6	11.3	2.3	1.5	-2.7	11.1	-2.3	2.0	-9.8
O=C(c1ccoc1)N1CCC2(CC1)Oc1ccc(Cl)cc1C(=O)C21CC(c2ccc(Cl)cc2)=NO1 (stereo not drawn)
    2.8	6.2	·	·	7.8	8.6	-0.8	2.6	-0.8
Cc1csc(NC(=O)c2nc3nccc(C)n3n2)n1
    -3.2	27.2	-6.5	1.8	-24.2	-0.7	-4.8	17.8	-2.9
Cc1c(NC(=O)C(C)OC(=O)c2cc(Cl)nc(Cl)c2)c(=O)n(-c2ccccc2)n1C (stereo not drawn)
    5.7	11.7	0.0	-0.3	11.1	·	7.5	-4.0	-7.3
COc1cc(OC)cc(C(=O)Nc2ccc(S(=O)(=O)N(C)C)cc2)c1
    1.3	16.0	-4.6	0.3	-15.4	0.7	0.6	-23.6	-11.5
CCOC(=O)c1c(C)n(C)c2cc(-c3ccc(F)cc3)c(O)cc12
    -8.1	1.8	2.4	1.9	-5.5	-2.8	4.7	-3.9	4.7
CC1CN(S(=O)(=O)c2ccc(C(=O)NCCCn3ccnc3)cc2)CC(C)O1 (stereo not drawn)
    -2.1	3.6	3.8	7.3	-5.3	27.9	-6.0	-23.6	1.4
FCCCOc1ccc(CN2CCN(c3ccccc3F)CC2)cc1
    -2.5	7.8	-1.5	3.0	-6.5	18.6	-2.4	-7.2	24.9
Cc1ccc2oc(=O)n(CCCOc3ccccc3C)c2c1
    -1.9	7.1	-2.7	-3.9	-6.5	-1.8	-5.9	3.1	-8.0
Cc1cc(C(F)F)n2ncc(C(=O)N3CCCCC3)c2n1
    4.5[fluorescence artefact?]	16.6	-0.8	0.1	·	2.2	5.7	-11.1	4.5[fluorescence artefact?]
Clc1cccc(CON/C=N/c2ncnc3sccc23)c1
    10.4	-0.1	2.8	-0.4	-7.0	-7.7	-4.1	16.2	2.1[fluorescence artefact?]
O=C(/C=C/c1ccc(OCc2c(F)cccc2Cl)cc1)N1CCOCC1
    3.9	1.7	0.6	3.9	-56.8	-2.2	-1.4	-5.3	-2.5
COc1ncnc(OC)c1NC(=O)c1ccc(F)cc1
    2.0[fluorescence artefact?]	27.0	5.5	-2.4	-21.0	-3.1	18.1	-2.1	3.0
COc1ccccc1NC(=O)N(c1c(N)n(Cc2ccccc2)c(=O)[nH]c1=O)C1CCCC1
    8.4	14.0	-5.8	-0.9	-8.9	-0.5	1.7	-13.2	-9.8
Cn1c(=O)c2cc(S(=O)(=O)N3CCN(c4cccc(C(F)(F)F)c4)CC3)ccc2n(C)c1=O
    0.3	10.5	0.8	-0.5	-1.1	·	11.0	8.5	-4.4
CCOC(=O)c1ccc2c(c1)N(CC#N)C(=O)C(C)(C)O2
    3.5	10.1	-0.2	0.9	-10.7	·	3.5	·	-2.5
O=C(CSc1nnc(COc2ccc(Br)cc2)o1)N1CCOCC1
    0.0	12.8	-2.2	-0.4	7.9	2.6	1.8	6.8	-5.3
COc1ccc(NC(=S)N(CCN(C)C)C(C)c2ccncc2)cc1Cl (stereo not drawn)
    -11.1	3.6	7.2	-5.5	·	·	2.4	1.2	1.2
CCOC(=O)c1ccccc1NC(=O)c1ccccc1SC
    -2.0	26.2	-6.0	-0.2	-4.9	0.6	1.9	1.5	7.9
Cc1cc(C)c(C)c(S(=O)(=O)Nc2ccccc2C(=O)O)c1C
    0.5	3.4	0.7	-2.3	-7.1	6.2	-4.3	-2.9	1.0
